Assay outcomes from PubChem.
All columns: NCI-60 one-dose screen, growth in % after 48 h at 10 µM unless noted; 100 = growth as untreated, 0 = no growth, -100 = all killed.
SF-295: SF-295 CNS cancer cells; actives 5.6% (n = 79,000)
SF-539: SF-539 CNS cancer; AID 1794752; actives 6.8% (n = 81,000)
SNB-75: SNB-75 CNS cancer; actives 5% (n = 79,000); AID 1794750
KM12: KM12 colon cancer cells | actives 5% (n = 82,000) | AID 1794800
HCT-15: HCT-15 colon cancer; AID 1794746; actives 5.2% (n = 82,000)
HCT-116: HCT-116 colon cancer. actives 7.3% (n = 82,000). AID 1794798
SNB-19: SNB-19 CNS cancer cells; actives 2.5% (n = 81,000); AID 1794751
HCC-2998: HCC-2998 colon cancer; actives 4.7% (n = 79,000); AID 1794799
SW-620: SW-620 colon cancer; actives 5.2% (n = 82,000)
* marks the source's active call; other numbers are inactive results; [ ] = remark or other dose. The calls were made as follows: active = growth percent below 10; inactive = the rest. No enrichment for hits; any-hit rate near 11%.

`N#CC1CN(S(=O)(=O)O[C@@H]2C(=O)N(c3cc4c5ccccc5ccc4c4ccccc34)[C@H]2c2ccc(F)cn2)C1` gave SF-295 89.7, SF-539 92.2, SNB-75 82.7, KM12 92.4, HCT-15 86.5, HCT-116 87.2, SNB-19 96.2, HCC-2998 98.6 and SW-620 102.2.
`COc1cc2oc(-c3cccc(C(=O)N[C@H](C(=O)O)C(C)C)c3)cc(=O)c2c(OC)c1OC` gave SF-295 100.2, SF-539 104.5, SNB-75 91.7, KM12 102.6, HCT-15 102.9, HCT-116 106.7, SNB-19 93.1, HCC-2998 102.9 and SW-620 108.9.
For O=C(O)c1cn(C2CC2)c2cc(N3CCN(C(=O)CN4C(=O)S/C(=C/c5ccccc5)C4=O)CC3)c(F)cc2c1=O the results were SF-295 100.6, SF-539 97.7, SNB-75 86.8, KM12 99.1, HCT-15 108.7, HCT-116 103.8, SNB-19 96.4, HCC-2998 105.2 and SW-620 99.7.
For O/C(C=Nc1ccccc1)=C\C=C\Nc1ccccc1 the results were SF-295 99.1, SF-539 94.4, SNB-75 60.3, KM12 92.9, HCT-15 95.8, HCT-116 51.4, SNB-19 91.7, HCC-2998 101.9 and SW-620 85.2.
`N#CCCN(CCO)c1ccccc1` gave SF-539 103.8, SNB-75 100.3, KM12 110.2, HCT-15 101.9, HCT-116 100.3, SNB-19 100.6, HCC-2998 128.5 and SW-620 102.5.
For COc1ccccc1/C=N/Nc1nc2ccccc2s1 the results were SF-295 78.4, SF-539 77.6, SNB-75 83.2, KM12 98.9, HCT-15 44.3, HCT-116 64.0, SNB-19 103.4, HCC-2998 101.8 and SW-620 96.9.
Screening Cc1ccc(NC(=S)NC(=O)c2cccs2)cc1 returned SF-295 103.8, SF-539 97.1, SNB-75 94.6, KM12 95.4, HCT-15 98.8, HCT-116 96.3, SNB-19 98.9, HCC-2998 102.6 and SW-620 103.2.
Screening COCCCn1c(C(Cl)(Cl)Cl)nn2c(=O)c3ccccc3nc2c1=O returned SF-295 95.1, SF-539 106.2, SNB-75 92.2, KM12 101.1, HCT-15 105.8, SNB-19 93.5, HCC-2998 95.6 and SW-620 99.6.
`Cc1cc(Br)c(C)cc1Br` gave SF-295 89.2, SF-539 103.0, SNB-75 100.1, KM12 103.2, HCT-15 101.3, HCT-116 99.1, SNB-19 107.9, HCC-2998 115.2 and SW-620 108.2.
Cc1ccc(/C=N/N2C(=O)c3ccccc3C2=O)cc1 was read as SF-295 97.2, SF-539 102.8, SNB-75 92.5, KM12 106.2, HCT-15 91.9, HCT-116 113.2, SNB-19 108.5, HCC-2998 110.2 and SW-620 103.0.
COc1c2occc2c(OC)c2c(=O)c(-c3cc(-c4ccc(F)cc4)c(C#N)c(=O)[nH]3)c(C)oc12 was read as SF-295 97.2, SF-539 98.7, SNB-75 95.3, KM12 102.2, HCT-15 103.4, HCT-116 96.7, SNB-19 97.1, HCC-2998 116.1 and SW-620 101.9.
CSC(=S)NN was read as SF-295 125.5, SF-539 103.4, SNB-75 88.1, KM12 98.2, HCT-15 119.2, HCT-116 104.8, SNB-19 95.9, HCC-2998 104.1 and SW-620 103.9.
`CCCC(C)C(=Nc1ccc(Cl)c(Cl)c1)N(C)C` (stereo not given) gave SF-295 97.1, SF-539 89.3, SNB-75 86.6, KM12 104.3, HCT-15 92.7, HCT-116 94.9, SNB-19 96.8, HCC-2998 105.2 and SW-620 95.4.
`COC(=O)c1ccc(Br)cc1` gave SF-295 96.7, SF-539 109.1, SNB-75 102.6, KM12 103.8, HCT-15 105.8, HCT-116 105.9, SNB-19 107.3, HCC-2998 98.1 and SW-620 104.0.
`COc1cc(C2C(C#N)=C(N)N(c3ccc(F)cc3)C3=C2C(=O)CC(C)(C)C3)cc(OC)c1OC` (stereo not given) gave SF-295 94.6, SF-539 90.0, SNB-75 90.6, KM12 108.4, HCT-15 102.3, HCT-116 89.4, SNB-19 99.3, HCC-2998 105.1 and SW-620 100.9.
CC(C)(O)C(O)c1ccccc1 (stereo not given) was read as SF-295 99.5, SF-539 101.4, SNB-75 86.9, KM12 97.7, HCT-15 104.7, HCT-116 97.0, SNB-19 101.2, HCC-2998 100.2 and SW-620 101.1.
For Nc1cccc2cc(O)ccc12 the results were SF-295 102.1, SF-539 95.0, SNB-75 57.6, KM12 98.0, HCT-15 104.7, HCT-116 101.9, SNB-19 91.9, HCC-2998 113.0 and SW-620 90.8.
For O=S(=O)(c1ccccc1)N1CCN(Cc2ccccc2)c2ccccc21 the results were SF-295 97.1, SF-539 98.9, SNB-75 93.2, KM12 97.9, HCT-15 85.9, HCT-116 63.1, SNB-19 89.6, HCC-2998 102.1 and SW-620 102.8.
Oc1ccccc1-c1cc(-c2ccccc2Cl)[nH]n1 was read as SF-539 87.5, SNB-75 50.8, KM12 79.2, HCT-15 63.7, HCT-116 84.4, SNB-19 105.8, HCC-2998 95.8 and SW-620 112.7.
For COc1nc2c(cc1S(=O)(=O)c1ccccc1)CCc1c-2cnn1-c1ccccc1 the results were SF-295 84.9, SF-539 79.0, SNB-75 65.8, KM12 100.4, HCT-15 59.8, HCT-116 72.4, SNB-19 89.3, HCC-2998 98.1 and SW-620 89.9.
`Oc1c(Cl)cc(Cl)c2ccc(Cn3cc(-c4ccc(C(F)(F)F)cc4)nn3)nc12` gave SF-295 103.7, SF-539 69.4, SNB-75 74.1, KM12 100.8, HCT-15 31.3, HCT-116 8.8*, SNB-19 93.3, HCC-2998 105.4 and SW-620 7.7*.
Screening CCOC(=O)[C@@H]1[C@H](c2ccccc2)[C@H]([N+](=O)[O-])[C@H](c2cn(-c3ccccc3)nc2C)N1Cc1ccccc1 returned SF-295 81.8, SF-539 81.7, SNB-75 81.5, KM12 88.0, HCT-15 43.0, HCT-116 37.5, SNB-19 77.7, HCC-2998 94.0 and SW-620 73.1.
Screening CC1OC(C)(c2ccc(Cl)c(O)c2)OC1C (stereo not given) returned SF-295 105.5, SF-539 105.0, SNB-75 104.7, KM12 106.4, HCT-15 107.4, HCT-116 96.7, SNB-19 104.9 and HCC-2998 88.4.
C[C@H]1CCCN1Cc1nc2ccc(NC(=O)c3ccc4c(cnn4C)c3)cc2[nH]1 was read as SF-295 97.0, SF-539 102.1, SNB-75 101.4, KM12 104.7, HCT-15 96.5, HCT-116 93.8, SNB-19 99.1, HCC-2998 109.1 and SW-620 106.4.
`Cc1nc(Nc2cn[nH]c2C(=O)Nc2ccc(CN3CCN(C)CC3)cc2)c2ccsc2n1` gave SF-295 117.6, SF-539 78.4, SNB-75 37.7, KM12 27.4, HCT-15 81.0, HCT-116 52.4, SNB-19 106.8, HCC-2998 95.3 and SW-620 114.3.
For CC(C)(C)C(=O)C(Oc1ccc(Cl)cc1)n1ccnc1 (stereo not given) the results were SF-295 87.0, SF-539 107.2, SNB-75 73.8, KM12 114.3, HCT-15 89.0, HCT-116 83.4, SNB-19 103.4, HCC-2998 103.4 and SW-620 99.5.
CCCCCCCCCCCC(=O)Nc1ncnc2nc[nH]c12 was read as SF-295 95.2, SF-539 89.7, SNB-75 80.0, KM12 110.6, HCT-15 93.6, HCT-116 97.1, SNB-19 96.7, HCC-2998 109.0 and SW-620 97.9.
For CC(C)CCNCC(C)(C)O the results were SF-295 111.4, SF-539 100.5, SNB-75 90.3, KM12 116.4, HCT-15 99.1, HCT-116 109.2, SNB-19 108.7, HCC-2998 109.2 and SW-620 109.5.
`COc1ccc(-c2cc(-c3cc(OC)c(OC)c(OC)c3)c(C#N)c(=O)n2CCCCCC(=O)Nc2ccccc2N)cc1` gave SF-295 86.5, SF-539 89.4, SNB-75 49.4, KM12 89.0, HCT-15 70.9, HCT-116 80.4, SNB-19 88.3, HCC-2998 106.7 and SW-620 97.3.
`Cc1cc(Cl)ccc1NC(=O)c1cc2ccccc2cc1O` gave SF-295 8.9*, SF-539 22.6, SNB-75 38.1, KM12 7.0*, HCT-15 13.2, HCT-116 8.0*, SNB-19 20.0, HCC-2998 15.0 and SW-620 11.2.
For O=C(N/N=C/c1ccccc1Cl)c1ccc([N+](=O)[O-])cc1 the results were SF-295 108.9, SF-539 103.8, SNB-75 90.5, KM12 111.4, HCT-15 105.3, HCT-116 91.8, SNB-19 99.4 and SW-620 110.0.
C[N+]1(CCC[N+]2(C)CCCCCCC2)CCCCCCC1 was read as SF-295 92.8, SF-539 100.6, SNB-75 119.6, KM12 113.8, HCT-15 104.7, HCT-116 108.8, SNB-19 111.6, HCC-2998 99.3 and SW-620 125.5.
For CC(=O)Nc1cc(C)c(C(=O)O)c(C)c1 the results were SF-295 97.1, SF-539 102.8, SNB-75 75.6, KM12 101.5, HCT-15 98.7, HCT-116 101.3, SNB-19 105.4, HCC-2998 102.7 and SW-620 106.5.
For COc1cc(-c2ccc(NC(=O)N3CC3C)c(OC)c2)ccc1NC(=O)N1CC1C (stereo not given) the results were SF-295 100.8, SF-539 102.2, SNB-75 93.8, KM12 101.9, HCT-15 93.9, HCT-116 99.9, SNB-19 110.3, HCC-2998 98.7 and SW-620 100.5.
Screening CCOC(=O)C(C(=O)OCC)C1CCCCC1 returned SF-539 99.4, SNB-75 87.6, KM12 104.9, HCT-15 99.0, HCT-116 104.0, SNB-19 101.7, HCC-2998 111.2 and SW-620 104.3.
Screening CCSSCC returned SF-295 100.5, SF-539 104.7, SNB-75 93.9, KM12 96.5, HCT-15 100.6, HCT-116 94.5, SNB-19 108.7, HCC-2998 98.5 and SW-620 107.7.
Screening O=C(NC1CCCc2ccccc21)c1cc2c([nH]c1=O)CCC2 (stereo not given) returned SF-295 96.8[50 µM], SF-539 94.6[50 µM], SNB-75 93.2[50 µM], KM12 99.8[50 µM], HCT-15 105.2[50 µM], HCT-116 93.3[50 µM], SNB-19 95.6[50 µM], HCC-2998 104.6[50 µM] and SW-620 100.7[50 µM].
For COC(=O)CC[C@@H](C)[C@H]1CC[C@H]2[C@@H]3CC[C@@H]4C[C@H](O)CC[C@]4(C)[C@H]3C[C@H](O)[C@]12C the results were SF-295 100.2, SF-539 111.3, SNB-75 91.4, KM12 102.0, HCT-15 92.4, HCT-116 86.7, SNB-19 105.1 and SW-620 107.2.
Cc1c(-c2ccccc2)oc2c(C(=O)OCCN3CCCCC3)cccc2c1=O was read as SF-295 109.6, SF-539 96.3, SNB-75 93.5, KM12 102.9, HCT-15 97.0, HCT-116 106.1, SNB-19 112.2, HCC-2998 94.8 and SW-620 101.4.
For CO/N=C1\CN(c2nc3c(cc2F)c(=O)c(C(=O)O)cn3C2CC2)CC1CN (stereo not given) the results were SF-295 113.3, SF-539 108.8, SNB-75 89.3, KM12 96.1, HCT-15 95.4, HCT-116 97.6, SNB-19 99.1, HCC-2998 108.9 and SW-620 98.8.
`Oc1ccc(CSc2nnc(-c3ccccc3)o2)c2cccnc12` gave SF-295 2.2*, SF-539 13.2, KM12 17.3, HCT-15 10.6, HCT-116 16.6, SNB-19 17.0, HCC-2998 37.6 and SW-620 14.5.
For COC(=O)C1=C(C(=O)c2cccc(OC)c2)C(c2ccco2)C(C#N)=C(N)O1 (stereo not given) the results were SF-295 100.8, SF-539 90.4, SNB-75 103.4, KM12 98.0, HCT-15 106.3, HCT-116 107.9, SNB-19 99.9, HCC-2998 104.9 and SW-620 115.0.
`CCn1cc(C(=O)NNC(=O)Nc2c(Cl)cccc2Cl)c(=O)c2ccc(C)nc21` gave SF-295 94.2, SF-539 100.1, SNB-75 87.6, KM12 99.8, HCT-15 95.0, HCT-116 94.1, SNB-19 80.1, HCC-2998 99.2 and SW-620 92.4.
For C=C1C(=O)O[C@H]2[C@H]1CC/C(CNS(=O)(=O)c1cccc3ccccc13)=C\CC[C@@]1(C)O[C@@H]21 the results were SF-295 82.2, SF-539 49.2, SNB-75 66.5, KM12 85.0, HCT-15 -25.0*, HCT-116 -60.7*, SNB-19 67.2, HCC-2998 71.5 and SW-620 -34.9*.
Cc1c(C)c2c(c(C)c1NC(=O)CCC(=O)O)CCC(C)(CCCC(C)CCCC(C)CCCC(C)C)O2 (stereo not given) was read as SF-295 122.0, SF-539 108.2, SNB-75 109.0, KM12 111.7, HCT-15 106.6, HCT-116 94.9, SNB-19 111.3, HCC-2998 101.4 and SW-620 111.1.

For reference, part of the list above:
For COC(=O)C1=C(C(=O)c2cccc(OC)c2)C(c2ccco2)C(C#N)=C(N)O1 (stereo not given) the results were SF-295 100.8, SF-539 90.4, SNB-75 103.4, KM12 98.0, HCT-15 106.3, HCT-116 107.9, SNB-19 99.9, HCC-2998 104.9 and SW-620 115.0.
`CCn1cc(C(=O)NNC(=O)Nc2c(Cl)cccc2Cl)c(=O)c2ccc(C)nc21` gave SF-295 94.2, SF-539 100.1, SNB-75 87.6, KM12 99.8, HCT-15 95.0, HCT-116 94.1, SNB-19 80.1, HCC-2998 99.2 and SW-620 92.4.

Of the compounds above, 3 have two or more sulfur atoms:
Screening Cc1ccc(NC(=S)NC(=O)c2cccs2)cc1 returned SF-295 103.8, SF-539 97.1, SNB-75 94.6, KM12 95.4, HCT-15 98.8, HCT-116 96.3, SNB-19 98.9, HCC-2998 102.6 and SW-620 103.2.
CSC(=S)NN was read as SF-295 125.5, SF-539 103.4, SNB-75 88.1, KM12 98.2, HCT-15 119.2, HCT-116 104.8, SNB-19 95.9, HCC-2998 104.1 and SW-620 103.9.
Screening CCSSCC returned SF-295 100.5, SF-539 104.7, SNB-75 93.9, KM12 96.5, HCT-15 100.6, HCT-116 94.5, SNB-19 108.7, HCC-2998 98.5 and SW-620 107.7.
